Assay outcomes (PubChem BioAssay)
H37Rv inhibition = M. tuberculosis growth inhibition, HTS (AID 449762). M. tuberculosis H37Rv growth inhibition, 7H9 media; higher % means a stronger effect. 0.59% of 330,000 active. inhibition, % at 25 µM, or IC50 in µM where a hit was titrated; in the data active = a potency from the dose series; inconclusive = inhibition above about 70% without an active follow-up result;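 also: bacterial growth assessed after seven days of incubation; strong numbers were not always called active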
inhibitors of VEEV = inhibitors of VEEV TC-83 cytopathic effect, confirmation, Vero cells (AID 588727); 0.13% of 350,000 active; inhibition, % at 20 µM; hits with a dose series show IC50 in µM; Vero cells, VEEV TC-83 cytopathic effect inhibition; higher % means a stronger effect; in the data active = a potency from the dose series; inconclusive = inhibition mostly from about 14% at the one dose, without a potency; inactive = the rest, 99 in 100 with inhibition below about 12%; also: strong numbers were not always called active
tuberculosis growth = growth inhibition of non-replicating M. tuberculosis (AID 488890). Mycobacterium tuberculosis non-replicating, growth inhibition; higher % means a stronger effect. inhibition, % at 25 µM, or IC50 in µM where a hit was titrated. 0.39% of 320,000 active; in the data active = a potency from the dose series; inconclusive = inhibition mostly from about 82% at the one dose, without a potency; inactive = the rest, 99 in 100 with inhibition below about 76%;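 also: plate controls were DMSO cells for no effect and high antibiotic wells for full effect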
H1N1 NS1A inhibition = H1N1 influenza NS1A inhibitors, functional cell based assay (AID 504329) | NS1A functional cell-based assay, percent inhibition; higher % means a stronger effect | inhibition, % at 12.5 µM; hits with a dose series show IC50 in µM | 0.3% of 340,000 active; in the data active = a potency from the dose series; inconclusive = inhibition above about 27% without an active follow-up result; also: strong numbers were not always called active
PhoP GFP inhibition = Inhibition of PhoP regulon, Salmonella typhi GFP reporter cells, confirmation, 4 h (AID 1850); 0.33% of 310,000 active; Salmonella Typhi PhoP-promoter GFP reporter, fluorescence, 4 h; higher % means a stronger effect; inhibition, % at 50 µM, or IC50 in µM where a hit was titrated; in the data active = a potency from the dose series; inconclusive = inhibition mostly from about 25% at the one dose, without a potency; inactive = the rest, 99 in 100 with inhibition below about 19%;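 also: 0% = induced wells with vehicle and 100% = uninduced wells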
inhibitors of VEEV 10K pilot screen = further read-out of inhibitors of VEEV, marked with its call; inhibition, %; measured here: 10K pilot screen inhibition
Numbers without * were called inactive; i = inactive; u = inconclusive; x = not tested or not shown.

A first look (four entries):
SMILES	H37Rv inhibition	inhibitors of VEEV	tuberculosis growth	H1N1 NS1A inhibition	PhoP GFP inhibition	others
COCCNC(=O)CN1CCN(C(c2ccccc2)c2ccccc2)CC1	4%	0.2%	5%	1%	-2%
CCN(CC)CCCNC(=O)Cn1cnc2sc(C)c(S(=O)(=O)N3CCC(C)CC3)c2c1=O	2%	0.4%	0%	4%	4%
COc1cccc(C2=CC(c3ccc(C)cc3)n3ncnc3N2)c1 (stereo not given)	19%	x	26%	x	-12%
COCCNC(=O)CN(Cc1ccco1)C(=O)CCC(=O)Nc1nccs1	-4%	i	1%	-9%	6%

Main list (from the top)
SMILES	H37Rv inhibition	inhibitors of VEEV	tuberculosis growth	H1N1 NS1A inhibition	PhoP GFP inhibition	others
COCCNC(=O)CN1CCN(C(c2ccccc2)c2ccccc2)CC1	4%	0.2%	5%	1%	-2%
CCN(CC)CCCNC(=O)Cn1cnc2sc(C)c(S(=O)(=O)N3CCC(C)CC3)c2c1=O	2%	0.4%	0%	4%	4%
COc1cccc(C2=CC(c3ccc(C)cc3)n3ncnc3N2)c1 (stereo not given)	19%	x	26%	x	-12%
COCCNC(=O)CN(Cc1ccco1)C(=O)CCC(=O)Nc1nccs1	-4%	i	1%	-9%	6%
COc1ccc(CNC(=O)CN(Cc2ccccc2)C(=O)c2csnn2)cc1	1%	4.8%	-3%	17%	-8%
CCc1c(C(=O)NC(C)C2CCCO2)csc1C (stereo not given)	-4%	1.5%	9%	-4%	-3%
COc1cccc(OC)c1OCCNCCO	-11%	2.8%	4%	-23%	-6%
CCCN1CCC(NC(=S)Nc2ccc(S(N)(=O)=O)cc2)CC1	-3%	2.4%	-7%	-4%	5%
CCCC(=O)N(CCN1CCOCC1)c1nc2c(C)ccc(C)c2s1	1%	2.8%	5%	-4%	13%
COc1ccc(N2C(=O)C3[C@@H](C2=O)C2(Cl)C(Cl)=C(Cl)C3(Cl)C2(OC)OC)cc1 (stereo not given in full)	2%	1.2%	11%	4%	-5%

Copied from the entries so far, four compounds:
SMILES	H37Rv inhibition	inhibitors of VEEV	tuberculosis growth	H1N1 NS1A inhibition	PhoP GFP inhibition	others
COc1cccc(OC)c1OCCNCCO	-11%	2.8%	4%	-23%	-6%
CCCN1CCC(NC(=S)Nc2ccc(S(N)(=O)=O)cc2)CC1	-3%	2.4%	-7%	-4%	5%
CCCC(=O)N(CCN1CCOCC1)c1nc2c(C)ccc(C)c2s1	1%	2.8%	5%	-4%	13%
COc1ccc(N2C(=O)C3[C@@H](C2=O)C2(Cl)C(Cl)=C(Cl)C3(Cl)C2(OC)OC)cc1 (stereo not given in full)	2%	1.2%	11%	4%	-5%

(next part)
SMILES	H37Rv inhibition	inhibitors of VEEV	tuberculosis growth	H1N1 NS1A inhibition	PhoP GFP inhibition	others
Cc1ccc(Cc2cnc(NC(=O)/C(C#N)=C/c3ccc(-c4ccccc4[N+](=O)[O-])o3)s2)cc1	-1%	1.2%	-15%	-4%	0%
Cc1ccc(NC(=O)COC(=O)C2CC2)cc1Cl	-5%	2.6%	40%	-10%	x
Cc1ccc(S(=O)(=O)N2CCN(c3ncnc4sccc34)CC2)cc1	0%	2.9%	24%	1%	-8%
Cc1ccc(C)c(NC(=O)C2CC(O)CN2C(=O)OCc2ccccc2)c1 (stereo not given)	5%	0.4%	-14%	-9%	-11%
Cc1ccc(C)c(-c2cc(C(=O)NN3CCOCC3)c3ccccc3n2)c1	7%	0.7%	8%	-2%	-7%
CCCCN1CC(COCc2ccccc2)Oc2cc(Br)ccc2S1(=O)=O (stereo not given)	x	i	x	-14%	x
COc1cc(OC)nc(Oc2ccccc2C(=O)Oc2cccc(C)c2)n1	10%	0.9%	36%	4%	-5%
COc1ccc(/C=N\NC(=O)CNC(=O)C2COc3ccccc3O2)cc1[N+](=O)[O-] (stereo not given)	-1%	2.2%	45%	-1%	11%
CC1(c2ccc3noc(-c4cccc(F)c4)c3c2)OCCO1	0%	3.4%	-5%	-8%	1%
COc1ccc(S(=O)(=O)N2CCOC2CNC(=O)C(=O)NCCc2ccc(S(N)(=O)=O)cc2)cc1 (stereo not given)	-2%	2.3%	-6%	-6%	-2%
O=C(CCCCCNc1nc(=S)[nH]c2ccccc12)N1CCN(c2ccccn2)CC1	41µM*	i	12%	4%	-6%
Cc1nc(COc2ccccc2Cl)sc1-c1ccnc(N)n1	u	9.5%	23%	-22%	-3%
COc1cccc(C(=O)OCCN2CCOCC2)c1	5%	0.4%	-1%	2%	0%
CCCc1ccc2oc(C(=O)N3CCC(O)CC3)c(C)c2c1	3%	i	16%	8%	-14%
CC(O)[C@H]1CNC(=O)C(=O)N1CCc1cc(C(F)(F)F)cc(C(F)(F)F)c1 (stereo not given in full)	-2%	0.6%	-7%	5%	9%
O=C(N/N=C/c1coc2ccc(Cl)cc2c1=O)c1cc(O)cc(O)c1	3%	7.0%	0%	2%	3%
COc1cc(CN2CC=C(c3ccc(F)cc3)CC2)cc(OC)c1	2%	0.1%	7%	-4%	11%
Cc1ccc(CNc2nc3c([nH]2)c(=O)n(C)c(=O)n3C)cc1	-6%	0.8%	-4%	12%	6%
CCC(C)CCN1C(N(C)C)=NC[C@@H]1Cc1ccccc1 (stereo not given in full)	0%	i	9%	12%	-3%
O=C(CSc1nc(-c2ccccc2)nc2c1CCCC2)N1CCOCC1	0%	1.3%	-3%	0%	9%
O=C(Nc1ccc(S(=O)(=O)N2CCOCC2)cc1)C1CC(=O)N(c2ccc(F)cc2)C1 (stereo not given)	-8%	3.0%	-11%	-6%	-11%
Cc1ccc(C(=O)N/N=C\c2cccs2)cn1	12%	0.7%	u	6%	-4%
CN1CCN(Cc2ccc(N)cc2)CC1	4%	i	0%	-16%	0%
CC(=O)c1ccc(OCCCC(=O)Nc2ccc(C)c(S(=O)(=O)N3CCOCC3)c2)cc1	x	7.7%	x	-1%	x
CCOCCCNC(=O)CN1C(=O)COc2ccc(S(=O)(=O)N3CCOCC3)cc21	2%	1.8%	0%	6%	-2%
CC(=O)Nc1ccc(C(=O)OCC(=O)N2CCCC2=O)cc1	-11%	0.5%	-1%	-2%	x
O=C(Nc1ccc2nc3n(c(=O)c2c1)CCCCC3)c1ccccc1Cl	5%	10%	0%	30%	-6%
COc1ccc(CNC2CCCc3ccccc32)cc1OC (stereo not given)	7%	0.1%	-24%	-3%	6%
O=C(NCc1ccc2c(c1)OCO2)C1CCN(S(=O)(=O)c2ccc(F)cc2)CC1	-6%	3.1%	0%	4%	-3%
COc1ccc(N2CCN(CC(=O)Nc3nc(C)cs3)CC2)cc1	4%	1.1%	-2%	-17%	3%
COc1ccc(OCCNC(=O)C(c2ccccc2)c2ccccc2)cc1	-5%	1.8%	-11%	-24%	10%
CCN1CCc2c(OCc3ccc(C)cc3)cccc2C1=O	9%	0.7%	u	5%	11%
CCC(=O)Nc1c(-c2ccc(C)cc2)c(=O)c2ccccc2n1C	-3%	i	-7%	-1%	1%
COc1ccc(N2CCN(C(=O)CCN3C(=O)C4C5C=CC(C5)C4C3=O)CC2)cc1 (stereo not given)	7%	0.1%	11%	3%	-2%
CCCCN(C(=O)c1ccc(COc2ccccc2)o1)c1c(N)n(CC(C)C)c(=O)[nH]c1=O	-5%	0.9%	33%	-7%	x
CCCOP(=O)(OCCC)C(NC(=O)C(C)(C)C)c1ccccc1 (stereo not given)	7%	i	24%	9%	-1%
COc1ccc(C)cc1-n1nnnc1SCC(=O)NC(=O)NCc1ccco1	1%	i	-12%	4%	-14%
Cc1nc(N/N=C/c2ccc(O)cc2)c2cnn(-c3ccccc3)c2n1	55%	9.3%	27%	-3%	2%
Cc1ccc(Cn2cnc3c(cnn3-c3ccc(F)cc3)c2=O)cc1	-2%	0.4%	5%	-2%	7%
CCc1ccc(NC(=O)c2ccccc2NC(=O)C2CCCO2)cc1 (stereo not given)	7%	1.5%	39%	8%	4%
O=C(O)CC1(O)C(=O)N(Cc2ccccc2)c2ccccc21 (stereo not given)	5%	1.9%	-4%	-5%	-6%
CN(CCC#N)C(=O)COC(=O)/C=C/c1ccc2c(c1)OCO2	0%	2.0%	6%	6%	12%
CC(CCc1ccccc1)NCCC#N (stereo not given)	2%	6.4%	-6%	-1%	-1%
O=S(=O)(c1ccccc1)N1CCN(S(=O)(=O)N2CCCCCC2)CC1	6%	0.5%	2%	-3%	5%
O=C(/C=C/NNC(=O)c1ccc(Br)cc1)c1ccccc1	6%	0.9%	u	0%	-3%	inhibitors of VEEV 10K pilot screen=0.4
Cc1ccc(N2CC(C(=O)Nc3cccnc3)CC2=O)cc1Cl (stereo not given)	8%	2.1%	-1%	-11%	-3%
O=C(NCC(=O)N1CCC(N2CCCCC2)CC1)C1CCCCC1	-4%	i	9%	-1%	8%
CCN(C(=O)c1cc2c(=O)n3ccccc3nc2n1CCCOC)C1CCCCC1	9%	1.0%	12%	0%	-21%
COc1ccc2nc(NC(=O)C3CC(=O)N(c4ccccc4)C3)sc2c1 (stereo not given)	u	3.2%	39%	-2%	28%
O=S(=O)(NCCCCCNS(=O)(=O)c1ccc(F)cc1)c1ccc(F)cc1	-1%	i	28%	5%	2%	inhibitors of VEEV 10K pilot screen=0.7
The list continues.
SMILES	H37Rv inhibition	inhibitors of VEEV	tuberculosis growth	H1N1 NS1A inhibition	PhoP GFP inhibition	others
CC(C(=O)Nc1ccc(F)c(F)c1)N1CCN(C)CC1 (stereo not given)	-2%	8.7%	3%	-5%	12%
CC1CCN(CC(CS(=O)(=O)c2ccc([N+](=O)[O-])cc2)N2CCC(C)CC2)CC1 (stereo not given)	3%	7.0%	79%	14%	24%
CCc1nnc(NC(=O)CSc2nc(-c3ccccc3)cc(-c3ccc(OC)cc3)c2C#N)s1	5%	0.1%	-7%	-7%	-11%
CC(CC(=O)O)CC(=O)Nc1nncs1 (stereo not given)	5%	1.1%	5%	6%	6%
CC1CCCN(C(=O)CCNS(=O)(=O)c2ccc3c(c2)c(=O)n(C)c(=O)n3C)C1 (stereo not given)	-2%	i	-6%	11%	-14%
N[C@@H](Cc1c[nH]c2ccccc12)c1nnc(SCc2c(F)cccc2Cl)o1	-4%	i	17%	-1%	5%
COC(=O)c1ccc(C2C(Oc3ccccc3C)C(=O)N2CCc2ccc(OC)c(OC)c2)cc1 (stereo not given)	-3%	10.0%	-2%	-13%	7%
O=C(NCCN1CCN(C(=O)c2cccc(OC(F)F)c2)CC1)c1cccc(OC(F)F)c1	-4%	0.9%	22%	9%	x
COc1cc(NC2c3ncccc3C(=O)N2Cc2ccco2)cc(OC)c1OC (stereo not given)	1%	1.3%	10%	-2%	2%
COc1cccc(S(=O)(=O)N2CCN(Cc3ccc4c(c3)OCO4)CC2)c1	-2%	0.3%	4%	-3%	-6%
Clc1ccc(-c2nnc(-c3ccccc3)o2)c(Cl)c1	-8%	i	u	-6%	-6%
CC(C)n1c(-c2cccnc2)nc2cnccc21	-2%	3.2%	-5%	6%	2%
Cc1cc(NC(=O)c2cncc(Br)c2)ccc1NC(=O)c1cc2ccccc2o1	6%	13%	-27%	-7%	-5%
Cc1cc(C)c(C(=O)CC(=O)c2ccccc2Cl)c(O)c1	6%	0.9%	u	-22%	12%
CN(C(=O)COC(=O)c1cccc(Cl)c1)C1CCS(=O)(=O)C1 (stereo not given)	-6%	2.0%	1%	1%	x
CCOC(=O)CN1C(=O)N[C@@H](c2ccccc2)C(C(C)=O)=C1C	8%	0.9%	10%	-4%	-2%
Cc1oc2c(CN3CCOCC3)c(O)ccc2c(=O)c1-c1ccc(Br)cc1	-9%	3.4%	16%	13%	-13%
CC(NC(=O)C1(S(=O)(=O)c2ccc(Cl)cc2)CC1)c1ccccc1 (stereo not given)	-8%	1.3%	-10%	18%	-4%
O=C(NC1CCN(Cc2ccccc2)CC1)c1ccc(Cl)cc1Cl	-1%	2.1%	7%	-1%	1%
COCCn1c(SCC(=O)Nc2cc(C(C)(C)C)nn2-c2ccccc2)nnc1-c1ccncc1	-2%	0.6%	3%	3%	-15%
COc1ccc(CCNC(=O)Cc2cc3c(cc2[N+](=O)[O-])OCO3)cc1OC	x	3.2%	x	-23%	x
O=C(CSc1nnnn1-c1ccc(F)cc1)Nc1ccc(N2CCOCC2)c(Cl)c1	5%	1.6%	6%	-6%	-9%
Cc1ccc(C(=O)N(C)Cc2nc3ccccc3c(=O)[nH]2)cc1NC(=O)c1ccco1	-4%	1.6%	8%	-19%	x
Cc1nc(C)c(C(=O)Nc2ncc([N+](=O)[O-])s2)o1	-10%	0.5%	16%	-1%	-3%
COCc1cccc(C2=CC(=O)C[C@H](c3ccc(F)cc3)C2)c1	4%	1.9%	10%	5%	x
